Screens: PubChem BioAssay, National Center for Advancing Translational Sciences (NCATS)
p53ts 32C kill: qHTS Screen for Compounds that Selectively Target Cancer Cells with p53 Mutations: Cytotoxicity of p53ts Cells at the Permissive Temperature; hit rate 0.93% among 130,000; AID 924, 2007; Potency, µM (series often up to 46.1 µM), inactives show at the highest dose activity change, negative = cytotoxicity, usual class: cytotoxic; H1299-p53A138V at 32C, ATP luminescence viability, 24 h;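 further: 0% = DMSO and -100% = full killing by reference compound; nearly all actives have a fitted effect of over 55% in size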
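H1299-p53 A138V cells (temperature-sensitive p53) exposed 24 h to up to 46 uM compound at 32C, where p53 is wild-type in conformation. Viability read as ATP luminescence and normalised to DMSO and 100 uM tamoxifen. AC50 fitted with the Hill equation.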
IkB signaling: IkB Signaling | ABC-DLBCL IkBa-CBG/CBR dual luciferase ratio, 4 h; response scale: scaled: untreated 0%, proteasome inhibitor 100% | Potency, µM (doses to about 57.1 µM), for the others: top-dose IkBa stabilization activation | hit rate 0.04% among 110,000 | AID 445, 2006; active means well fitted curve in the direction sought with a large enough effect in the signal ratio, not every such curve was filed as active; inconclusive means small, poorly fitted or top-dose-only effect, or a change in a side signal; the % refers to the signal ratio;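 further: the direction sought is a rising ratio; 0% = basal untreated cells and 100% = reference inhibitor full response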
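In this assay, an IκBα–CBG68 fusion accumulates when IKK-driven degradation is blocked; native CBR normalizes for cell number. OCI-Ly3 cells were treated 4 h with compound and doxycycline, then green and red light read after Chroma-Glo addition.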
p53ts 39C kill: qHTS Screen for Compounds that Selectively Target Cancer Cells with p53 Mutations: Cytotoxicity of p53ts Cells at the Nonpermissive Temperature; hit rate 1.5% among 130,000; H1299-p53A138V viability at 39C, ATP luminescence, 24 h; Potency, µM (series often up to 46.1 µM), inactives show at the top dose activity change, negative = cell killing, most hits filed as cytotoxic; further: nearly all actives have a fitted effect of over 55% in size
Imprint erasure: qHTS Assay for Compounds that Induce Erasure of Genomic Imprints; mouse ES Peg3-LacZ reporter, beta-gal luminescence, 40 h; Potency, µM (doses to about 60.7 µM), for inactives: at the highest dose activity change, positive = activation, usual class: activators; hit rate 0.02% among 110,000; AID 1948, 2009;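 further: 0% = negative control wells on the plate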
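Imprint erasure is scored as LacZ activity from the silenced maternal Peg3 allele in feeder-free female ES cells cultured 40 h with LIF. Luminescence is normalized to in-plate negative controls and fitted to the Hill equation.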
* marks the source's active call; other numbers are inactive results; u = inconclusive; x = not tested or not shown; [ ] = another dose, or the depositor's remark. Unless noted, the call rests on the fitted dose curve; in most records, active means well fitted curve in the direction sought with a large enough effect; inconclusive means small, poorly fitted or top-dose-only effect, or another doubt; inactive means no such curve, though single readings can be large; an effect the other way counts as inactive or inconclusive. Unless noted, on the % scale 0 is the no-effect control and ±100 the full control effect; potency means the concentration at half of the fitted maximal effect.

SMILES | p53ts 32C kill | IkB signaling | p53ts 39C kill | Imprint erasure
CCOc1ccc(CCNC(=O)CCCn2nc(C)c3sc4ccccc4c3c2=O)cc1OCC | u | u | u | -18%[10.9 µM]
CCC1=C2CC[C@H]3C(=O)N(CC(=O)OC)C(=O)[C@H]3[C@H]2[C@@]2(C)C(=O)N(CC3CC3)C(=O)N2C1=O | 10% | x | 15% | -9%
Cc1[nH]c(=S)n(CC2CCCO2)c1C (configuration not stated) | -17% | 1.0% | 1% | -6%
O=S(=O)(c1ccc2c(c1)nc(COc1ccc(Cl)cc1)n2CC1CCCO1)N1CCOCC1 (configuration not stated) | 0% | u | 0% | -17%
COc1cccc(C(=O)Nc2nnc(S(=O)(=O)N3CCOCC3)s2)c1 | -4% | 0.7% | -8% | -16%[10.9 µM]
C1CCN2CC3CC(CN4CCCC[C@@H]34)C2C1 (some centres not stated) | -1% | x | -3% | -4%
CC(C)C(=O)N1c2nc(C(C)C)nn2C2(CCCCC2)[C@@H]2CCCC[C@@H]21 | -6% | u | -3% | 11%[10.9 µM]
Cc1c(C(=O)N2CC(C)OC(C)C2)sc2nc(-c3ccccc3)cn12 (configuration not stated) | -21% | 1.1% | -12% | -7%
O=c1c(-c2ccc(Cl)cc2)nc2cnc(N3CCOCC3)nc2n1CCc1ccccc1 | 2% | -1.1%[11.4 µM] | -1% | -6%
Cc1ccc(CNC(=O)CCc2c(C)c3ccc(O)c(C)c3oc2=O)cc1 | 2% | -1.0% | -10% | -7%[10.9 µM]
CCCCN1CCc2nc(Nc3ccc(OC)cc3OC)ncc2C1 | -5% | -1.8% | 9% | -3%[10.9 µM]
CC1CCCCN1S(=O)(=O)c1ccc(S(=O)(=O)NCCc2ccncc2)cc1 (configuration not stated) | 7% | x | 25% | x
O=C(CN(c1ccc(F)cc1)S(=O)(=O)c1ccc2c(c1)OCCO2)NCc1ccccn1 | 1% | 0.3% | 14% | -10%
CCc1ccccc1N(CC)C(=O)c1cn(C)c(=O)c2cc(OC)c(OC)cc12 | 9% | -1.0% | -7% | 0%
CCCCNc1nc(C)nc2c1nc(-c1ccccc1)n2CCN1CCCC1 | -10% | x | -2% | -7%
CCCCOCCCNS(=O)(=O)c1ccccc1 | 5% | 1.2% | 2% | -5%
CCOc1ccc(NC(=O)c2cnn3c2NC(c2ccccc2)=CC3c2cccc(OC)c2OC)cc1 (configuration not stated) | 4% | u | -23% | 16%[10.9 µM]
O=C(Cc1ccsc1)NCC(c1ccco1)N1CCCCC1 (configuration not stated) | 1% | 0.8% | -9% | -9%
COc1ccc(-n2cnnc2)cc1 | 7% | 2.2% | 4% | -5%
COc1ccc(NC(=O)c2cc3c(=O)n(Cc4ccco4)ccc3nc2C)cc1 | -2% | -1.2% | -18% | -4%[10.9 µM]
Cc1c(NC(=O)c2ccc(Cl)cc2)cc(C(C)C)c(O)c1S(=O)(=O)c1ccc(Cl)cc1 | 4% | u | 5% | -6%[10.9 µM]
COc1cc(Cl)c(C)cc1Nc1nc2ccccc2c2nnc(C)n12 | -4% | 0.5% | 14% | 8%[10.9 µM]
c1ccc(Cn2nnnc2C(c2cccs2)N2CCSCC2)cc1 (configuration not stated) | 3% | 1.4% | 0% | -4%
c1ccc2c(c1)nc(N1CCN(C3CCCCC3)CC1)c1nnnn12 | -2% | u | 5% | 4%
Cc1cc(C(=O)COc2ccc(-c3nnco3)cc2)c(C)n1Cc1ccccc1 | -3% | u | -9% | -13%
O=C(Nc1nccs1)C1CCN(S(=O)(=O)c2ccc3c(c2)OCCCO3)CC1 | 7% | u | 17% | -6%
Cc1oc2cc(O)ccc2c(=O)c1N1C(=O)c2ccccc2C1=O | -11% | -3.6% | -4% | -2%
COc1ccc(C(=O)CN2CCN(S(=O)(=O)c3ccc(F)cc3)CC2)cc1 | -8% | u | -13% | -4%[10.9 µM]
COC(=O)C1C(=O)C2=C(CC1C)NC(=O)CC2c1ccccc1 (configuration not stated) | -1% | 1.1% | 1% | 5%
CCOc1nc(-c2ccccc2)ccc1-c1noc(COC)n1 | 0% | -0.4% | -14% | -14%
Cc1nn(C)c(C)c1S(=O)(=O)N1CCC(C(=O)NC2CCCc3ccccc32)CC1 (configuration not stated) | -2% | -1.1% | 0% | -18%
Cc1ccc(CCN2CC(C(=O)NCCCN3CCCCCC3)CC2=O)cc1 (configuration not stated) | -6% | -0.8% | -3% | -9%
O=C(Nc1ccccn1)c1ccc(COc2ccccc2Cl)o1 | 3% | x | 15% | x
Nc1ncnc2c1ncn2[C@H]1O[C@@H](CO)[C@@H](O)[C@H]1N | 1%[9.22 µM] | -0.5%[11.4 µM] | -1%[9.22 µM] | -10%[10.9 µM]
C=CCc1ccccc1OCC(CN1CCCCC1)OC(C)=O (configuration not stated) | -8% | 1.6% | 0% | -7%
COCCn1c(CNC(=O)c2cc([N+](=O)[O-])ccc2Cl)nc2cccnc21 | 1% | -0.9% | -15% | -2%[10.9 µM]
O=C1NC(c2cc3c(cc2Cl)OCO3)Oc2ccccc21 (configuration not stated) | 6% | 1.2% | -4% | 0%
Cn1c2c(c(=O)n(C)c1=O)CN(Cc1ccc(F)cc1)CN2 | 2% | -1.4% | -3% | -8%
Cc1ccc(S(=O)(=O)NC(C)C(=O)NC2CCCCCC2)cc1 (configuration not stated) | 10% | 3.2% | 4% | -18%
COc1ccc(CNC(=O)c2noc3c2CCCC3)cc1 | -5% | 1.4% | -4% | -13%

In another format: results already given.
Each structure is followed by: p53ts 32C kill	IkB signaling	p53ts 39C kill	Imprint erasure
- O=C1NC(c2cc3c(cc2Cl)OCO3)Oc2ccccc21 (configuration not stated)
→ 6%	1.2%	-4%	0%
- Cn1c2c(c(=O)n(C)c1=O)CN(Cc1ccc(F)cc1)CN2
→ 2%	-1.4%	-3%	-8%

Returning to the listing; the three compounds before the break are reprinted first.
SMILES | p53ts 32C kill | IkB signaling | p53ts 39C kill | Imprint erasure
Cn1c2c(c(=O)n(C)c1=O)CN(Cc1ccc(F)cc1)CN2 | 2% | -1.4% | -3% | -8%
Cc1ccc(S(=O)(=O)NC(C)C(=O)NC2CCCCCC2)cc1 (configuration not stated) | 10% | 3.2% | 4% | -18%
COc1ccc(CNC(=O)c2noc3c2CCCC3)cc1 | -5% | 1.4% | -4% | -13%
Cc1onc(-c2c(F)cccc2Cl)c1C(=O)OCC(=O)Nc1c(C)n(C)n(-c2ccccc2)c1=O | 4% | 2.2% | 8% | -3%
COc1ccccc1NC(=O)CSc1nnnn1C | 0% | 5.5% | -5% | -3%
C=CCn1c(=O)n(CCOC)c(=O)c2sc3ccccc3c21 | 5% | -3.5% | 4% | -7%
O=C(CSc1nc2c([nH]c3ccccc32)c(=O)n1-c1ccccc1)N1CCCCC1 | 1% | -0.9% | -13% | 6%[10.9 µM]
CCn1c(=O)c2c(cnn2C)c2ccccc21 | 4% | -3.9% | 1% | -3%
O=C(O)C1CCN(c2nc(-c3ccccc3)nc3c2oc2ccccc23)CC1 | 9% | -3.7% | -4% | -8%
CC1Cc2cc(S(=O)(=O)N(C)c3ccc(Br)cc3)ccc2N1C(=O)C1CC1 (configuration not stated) | 9% | 0.4% | 2% | -8%[10.9 µM]
Cc1cccc(NC(=O)CSc2nc(-c3ccccc3)cn2-c2ccccc2)c1C | 25% | 0.2% | -12% | -15%[10.9 µM]

Molecules listed so far that have an aryl thioether with sulfur outside any ring (3):
SMILES | p53ts 32C kill | IkB signaling | p53ts 39C kill | Imprint erasure
COc1ccccc1NC(=O)CSc1nnnn1C | 0% | 5.5% | -5% | -3%
O=C(CSc1nc2c([nH]c3ccccc32)c(=O)n1-c1ccccc1)N1CCCCC1 | 1% | -0.9% | -13% | 6%[10.9 µM]
Cc1cccc(NC(=O)CSc2nc(-c3ccccc3)cn2-c2ccccc2)c1C | 25% | 0.2% | -12% | -15%[10.9 µM]

Continuation:
SMILES | p53ts 32C kill | IkB signaling | p53ts 39C kill | Imprint erasure
COc1ccc(-c2nc(Cn3c(SCc4cccc(Cl)c4)nc4ccncc43)c(C)o2)cc1 | u | u | u | -10%[10.9 µM]
Cc1[nH]c2ccccc2c1C1(O)C(=O)N(Cc2ccccc2Cl)c2ccccc21 (configuration not stated) | -4% | u | u | -13%[10.9 µM]
O=C(Cc1ccc2cccnc2c1)c1ccc(O)cc1O | -10% | 2.1% | u | -1%
CCCCn1cnc2c(cnn2-c2ccc(Cl)cc2)c1=O | -3% | -1.1% | -5% | 1%
O=C(Nc1cccc(-c2nnc(-c3ccccc3)o2)c1)C1CCCO1 (configuration not stated) | -6% | u | 3% | -22%
CCS(=O)(=O)N1CCC2(CC1)OC(=O)C(C)=C2C(=O)NCc1ccccc1C | 3% | 1.0% | -9% | 15%[10.9 µM]
N#CC(C(=O)OCc1ccccc1)c1nc2ccccc2nc1N1CCOCC1 (configuration not stated) | 2% | 7.9% | -3% | 9%
CCC(=O)N(Cc1cc2cc(OC)ccc2[nH]c1=O)c1ccc(C)cc1C | 8% | 2.9% | -19% | 12%
CCOC(=O)c1sc(NC(C)=O)cc1C | 13% | -2.4% | 11% | -26%
Cc1ccc(-c2noc(CCC(=O)NC3CCN(Cc4ccccc4)CC3)n2)cc1 | -6% | -0.1% | -4% | -16%
Cc1nn2c(=O)cc(COC(=O)c3ccc(NC(=O)c4cccc(Br)c4)cc3)nc2s1 | 6% | -1.5% | -18% | -8%[10.9 µM]
C/C=C(/C(=C/C)c1ccc(O)cc1)c1ccc(O)cc1 | 36%[activator] | x | 27% | -13%
CN(C)c1ccc(CNC(=O)CCn2cccn2)cc1 | 0% | -1.5% | -16% | -5%[10.9 µM]
Cc1ccc(-c2nnn(CC(=O)N(Cc3ccco3)C(C(=O)NC3CCCC3)c3cccs3)n2)o1 (configuration not stated) | 15% | x | -7% | x
COc1cccc(-c2noc(COc3ccccc3Cl)n2)c1 | 2% | -2.3% | 12% | -12%[10.9 µM]
Cc1ccc(N(CC(=O)NCC(C)c2ccccc2)S(=O)(=O)N(C)C)cc1 (configuration not stated) | 3% | 1.3% | 14% | -7%[10.9 µM]

An excerpt from above, limited to p53ts 32C kill and IkB signaling:
| smiles | p53ts 32C kill | IkB signaling |
| --- | --- | --- |
| CN(C)c1ccc(CNC(=O)CCn2cccn2)cc1 | 0% | -1.5% |
| Cc1nn2c(=O)cc(COC(=O)c3ccc(NC(=O)c4cccc(Br)c4)cc3)nc2s1 | 6% | -1.5% |
| Cc1ccc(-c2noc(CCC(=O)NC3CCN(Cc4ccccc4)CC3)n2)cc1 | -6% | -0.1% |
| Cc1ccc(N(CC(=O)NCC(C)c2ccccc2)S(=O)(=O)N(C)C)cc1 (configuration not stated) | 3% | 1.3% |
| C/C=C(/C(=C/C)c1ccc(O)cc1)c1ccc(O)cc1 | 36%[activator] | x |
| COc1cccc(-c2noc(COc3ccccc3Cl)n2)c1 | 2% | -2.3% |

(listing goes on)
SMILES | p53ts 32C kill | IkB signaling | p53ts 39C kill | Imprint erasure
CCn1cc([N+](=O)[O-])c(C(=O)N2N=C(c3ccc4ccccc4c3)CC2c2cc(Br)ccc2O)n1 (configuration not stated) | -8% | x | -1% | x
Cc1nc2ccccc2c(=O)n1NC(=O)C1CCCCC1 | -4% | 1.2% | 6% | -6%
CCCCCCNc1cc2n(c(=O)n1)CCc1cc(OC)c(OC)cc1-2 | 1% | -4.3% | 1% | -14%
Cc1ccc(NC(=O)Cn2cc(S(=O)(=O)N3CCN(c4ccccc4F)CC3)c3ccccc3c2=O)cc1F | 23% | u | 0% | -13%[10.9 µM]
CC(C)CCNC(=O)C1CCN(C(=O)N(C)C)CC1 | -5% | 1.5% | 13% | 0%
O=C(O)C1CC(=O)N(Cc2ccc3c(c2)OCO3)C1 (configuration not stated) | 6% | -1.7% | -15% | -32%[inhibitor]
CC1=C(C(=O)Nc2ccc(C)cc2Cl)C2(CCCCC2)OC1=O | 12% | 2.7% | -20% | -6%[10.9 µM]
CCCS(=O)(=O)N1CCCC(c2nc(-c3cccc(OC)c3)no2)C1 (configuration not stated) | -10% | -3.1% | -1% | x
COc1ccc2oc(=O)c(C(=O)NCc3ccc4c(c3)OCO4)cc2c1 | 0% | x | 16% | x
O=C(Nc1ccc(F)c(Cl)c1)N1CCC2(CC1)Oc1ccccc1C(=O)N2Cc1ccccc1F | 2% | -2.2% | -15% | 6%[10.9 µM]
